MrgX1 PAM: positive allosteric modulators of MrgX1, primary screen, HEK293 cells, Fluo-4 calcium flux; FDSS; stronger effect = higher value; B-score at 10 µM; actives 0.63% (n = 310,000);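 active means plate-corrected calcium response at least 3 library SD above typical, normal starting fluorescence, not activating the receptor alone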;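 further: compound read alongside a low EC10 to EC30 dose of BAM8-22 agonist; peak minus trough fluorescence over baseline measured at the second addition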
hERG protect: hERG rescue from dofetilide block, primary screen, cell-based, CHO-hERG, FluxOR thallium flux, dofetilide IC70. dofetilide IC70 present. activation (rescue from dofetilide block), less the hit threshold, % at 10 µM. actives 0.51% (n = 310,000);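 active means activation above the mean of controls blocked by dofetilide plus 5 SD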;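 further: thallium influx through hERG after potassium depolarization seen as dye fluorescence rise; in these data hits start at about 4.7%; inactives centre near -7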
ANO1 block: TMEM16A chloride channel inhibitors, primary screen, cell-based, HTS. normalized B-score (activity score, 25-100; higher = stronger inhibition) at 10 µM. HEK293 TMEM16A/YFP iodide influx fluorescence, ionomycin. Anoctamin-1 (Mus musculus), Q8BHY3. AID 588511, 2011. actives 1.2% (n = 310,000);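 active means ratio plate-corrected score three or more library SD toward inhibition, starting fluorescence score within five deviations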;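 further: score derived from kinetic fluorescence span divided by baseline fluorescence per well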
RGS4 block: RGS4 inhibitors, primary screen, cell-based, HEK293 M3R inducible RGS4, calcium flux; Fluo-4 calcium flux; stronger effect = higher value; triggered by carbachol at its EC20; B-score at 10 µM; Regulator of G-protein signaling 4 (Homo sapiens), P49798; actives 0.45% (n = 310,000);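 active means B-score, a plate-corrected calcium signal, over three deviations above library mean, with baseline fluorescence within five deviations of library mean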;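 further: RGS4 expression induced by doxycycline in cells with stable M3 receptor; B-score is computed from the integrated fluorescence ratio over baseline after carbachol; higher B-score means a larger calcium signal and so more RGS4 inhibition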
RGS4 act: RGS4 potentiators or activators, primary screen, cell-based, HEK293 M3R inducible RGS4, calcium flux | B-score at 10 µM | carbachol calcium flux Fluo4; stronger effect = lower value | actives 0.92% (n = 310,000);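 active means B-score of the integrated calcium signal more than 4 SD below the library mean, with starting fluorescence not abnormally high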;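 further: negative B-score means reduced calcium response which marks RGS4 activation or potentiation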
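Detection: kinetic calcium fluorescence imaging with Fluo4-AM dye, 2 µM / Material: HEK293 cells with stable M3R and inducible RGS4 / Schedule: recording 10 s baseline at 1 Hz, 100 s post-agonist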
KCNK3 inh: human KCNK3 channel inhibitors, primary screen, CHO cells, FluxOR thallium flux, B-score; Potassium channel subfamily K member 3 (Homo sapiens), O14649; FluxOR fluorescence; stronger effect = lower value; B-score at 10 µM; actives 0.84% (n = 340,000); AID 602410, 2012;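 active means B-score under library mean minus 4 SD, starting fluorescence ratio at most library mean plus 5 SD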;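 further: more negative B-score means stronger inhibition of thallium flux through KCNK3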
MrgX1 ag: agonists of human MrgX1 receptor, primary screen, HEK293 cells, Fluo-4 calcium flux; Fluo-4 calcium fluorescence, agonist mode; stronger effect = higher value; actives 0.44% (n = 310,000); AID 588627, 2011; B-score at 10 µM; Mas-related G-protein coupled receptor member X1 (Homo sapiens), Q96LB2;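 active means calcium response B-score plate-corrected fluorescence ratio at least 3 library SD, with starting fluorescence B-score inside 5 SD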
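Material: MrgX1-expressing HEK293 cells / Dosing: compound as first of three additions / Incubation: overnight seeding, then 1 h dark dye loading / Signal: Fluo-4 NW calcium fluorescence / Evaluation: B-scored fluorescence response ratio / Benchmarks: positive and negative control wells on each plate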
ANO1 activ: TMEM16A chloride channel activators or potentiators, primary screen, cell-based, HTS; Anoctamin-1 (Mus musculus), Q8BHY3; HEK293 TMEM16A/YFP-H148Q/I152L, iodide quench fluorescence; stronger effect = lower value; B-score at 10 µM; actives 0.3% (n = 340,000);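 active means fluorescence-ratio B-score plate-corrected deviation score at least 3 library SD below zero, with starting fluorescence score within 5 deviations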;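 further: channel opened by trigger with iodide after compound preincubation; score built on the fluorescence ratio of max minus min over baseline; more negative score means more quench and so TMEM16A activation or potentiation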
KCNQ1 block: inhibitors of human KCNQ1 channel, primary screen, cell-based, thallium flux, high-throughput; Potassium voltage-gated channel subfamily KQT member 1 (Homo sapiens), P51787; CHO-K1 KCNQ1, FluxOR thallium flux fluorescence; stronger effect = higher value; B-score at 10 µM; actives 1.3% (n = 310,000); AID 2642, 2010;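 active means compounds whose thallium flux B-score, printed positive for inhibition, exceeds three library SD while starting fluorescence stays within three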;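 further: channel opened by potassium depolarization with thallium stimulus after 20 min compound exposure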
Target sequence (P51787 whole entry, looked up): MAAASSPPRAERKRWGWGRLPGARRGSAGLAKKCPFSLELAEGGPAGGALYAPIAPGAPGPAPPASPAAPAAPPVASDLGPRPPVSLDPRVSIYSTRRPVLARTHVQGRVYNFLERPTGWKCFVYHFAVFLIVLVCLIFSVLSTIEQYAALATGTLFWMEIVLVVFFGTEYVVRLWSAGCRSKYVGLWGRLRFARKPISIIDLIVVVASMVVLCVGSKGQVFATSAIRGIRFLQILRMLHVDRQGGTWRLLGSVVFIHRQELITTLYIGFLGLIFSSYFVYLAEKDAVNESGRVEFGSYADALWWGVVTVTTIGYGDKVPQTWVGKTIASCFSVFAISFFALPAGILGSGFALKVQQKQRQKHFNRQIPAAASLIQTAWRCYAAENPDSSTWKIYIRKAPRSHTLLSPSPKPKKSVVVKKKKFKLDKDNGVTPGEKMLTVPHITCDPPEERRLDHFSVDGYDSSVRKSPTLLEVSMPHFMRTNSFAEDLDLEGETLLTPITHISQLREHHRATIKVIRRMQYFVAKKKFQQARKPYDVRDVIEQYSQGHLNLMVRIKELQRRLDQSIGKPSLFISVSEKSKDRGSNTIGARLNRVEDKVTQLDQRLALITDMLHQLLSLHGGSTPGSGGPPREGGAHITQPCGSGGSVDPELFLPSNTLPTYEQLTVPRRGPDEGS
KCNK9 block: KCNK9 potassium channel inhibitors, primary screen, HEK293 cells, thallium flux. actives 1.2% (n = 310,000). FluxOR thallium flux fluorescence; stronger effect = lower value. B-score at 10 µM. Potassium channel subfamily K member 9 (Homo sapiens), Q9NPC2;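 active means ratio B-score over 3 SD below the library mean, with starting fluorescence within 5 SD of its mean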;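 further: negative B-score means less thallium flux so channel inhibition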
Target sequence (Q9NPC2 whole entry, looked up): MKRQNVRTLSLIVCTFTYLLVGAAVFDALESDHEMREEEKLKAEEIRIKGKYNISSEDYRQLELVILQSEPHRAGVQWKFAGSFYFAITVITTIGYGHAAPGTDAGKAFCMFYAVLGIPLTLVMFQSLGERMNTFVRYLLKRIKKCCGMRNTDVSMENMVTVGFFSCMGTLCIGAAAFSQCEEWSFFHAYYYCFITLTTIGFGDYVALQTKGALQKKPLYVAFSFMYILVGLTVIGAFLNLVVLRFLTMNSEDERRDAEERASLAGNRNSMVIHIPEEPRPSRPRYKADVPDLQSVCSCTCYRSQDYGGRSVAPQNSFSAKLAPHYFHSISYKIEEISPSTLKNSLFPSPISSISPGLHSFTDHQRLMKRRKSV
KCNQ1 pot: potentiators or activators of KCNQ1 channel, primary screen, cell-based, thallium flux, high-throughput. Potassium voltage-gated channel subfamily KQT member 1 (Homo sapiens), P51787. CHO-K1 KCNQ1, thallium flux FluxOR fluorescence; stronger effect = higher value. B-score at 10 µM. actives 0.35% (n = 310,000). AID 2648, 2010;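 active means fluorescence ratio B-score, a plate-corrected score, at least three library SD, with initial intensity B-score within 5 SD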
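assay system = KCNQ1-transfected CHO-K1 cells | medium = assay buffer with matched DMSO | probe or stimulus = depolarizing K+/Tl+ stimulus, K2SO4 and Tl2SO4 each 12.5 mM in 5x stock | dosing = single dose | incubation = dye 90 min, compound 20 min, room temperature | detection = kinetic FluxOR fluorescence, 10 s baseline plus 110 s post-stimulus | evaluation = ratio B score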
The depositor's hits bear a star; i = inactive; . = not tested or not shown.

SMILES	MrgX1 PAM	hERG protect	ANO1 block	RGS4 block	RGS4 act	KCNK3 inh	MrgX1 ag	ANO1 activ	KCNQ1 block	KCNK9 block	KCNQ1 pot
Cc1c(C)c2ccc(OCC(=O)N3CCN(c4cccc(Cl)c4)CC3)cc2oc1=O	i	-5.3	i	i	i	i	i	i	i	i	i
O=C1Nc2ccc(F)cc2C12SCCS2	i	-7.6	i	i	i	i	i	i	i	i	i
Cc1ccc2c(c1)C(=O)CC(O)(C(F)(F)F)O2 (stereo not drawn)	i	-8.6	i	i	i	i	i	i	i	i	i
Cc1ccccc1N1CC(C(=O)Nc2ccc(S(=O)(=O)NCC3CCCO3)cc2)CC1=O (stereo not drawn)	i	-0.8	i	i	i	i	i	i	i	i	i
CCc1ccccc1NC(=O)CCNC(=O)Cn1ccc2ccccc2c1=O	i	-3.2	i	i	i	i	i	i	i	i	i
COc1ccc(OCCC(=O)OCC(=O)NCc2ccccc2)cc1	i	1.5	i	i	i	i	i	i	i	i	i
Clc1cccc2sc(N3CCOCC3)nc12	i	-11.7	i	i	i	i	i	i	i	i	i
CC1CCN(C(=O)C(C)NCc2ccc(F)cc2)CC1 (stereo not drawn)	i	-0.1	i	i	i	i	i	i	i	i	i
C=CCOc1ccc(/C=C/C(=O)OCC(=O)NCC(=O)Nc2c(C)cc(C)cc2C)cc1	i	-7.5	i	i	i	i	i	i	i	i	i
CCC(C(=O)Nc1ccc(C(=O)N2CCCC2)cc1)c1ccccc1 (stereo not drawn)	i	-15.6	i	i	i	i	i	i	i	i	i
COc1ccc(-c2c(C)nn3c(N)c(-c4ccccc4)cnc23)cc1OC	i	-9.3	i	i	i	i	i	i	i	i	i
CN(C)c1ccc(C(=O)C(O)c2ccc(C(C)(C)C)cc2)cc1 (stereo not drawn)	i	-10.5	i	i	i	i	i	i	i	i	i
CCC(C)C(NC(=O)C1CCC(=O)N1C(=O)OCc1ccccc1)C(=O)NC(C(=O)N1CCCC1C(N)=O)C(C)CC (stereo not drawn)	i	-7.1	i	i	i	i	i	i	i	i	i
O=C(NNC(=O)c1cccnc1)NC12CC3CC(CC(C3)C1)C2	i	-7.2	i	i	i	i	i	i	i	i	i
CCN(c1ccc2c(c1)OCO2)S(=O)(=O)c1cc(Br)cc2c1N(C(=O)C1CC1)CC2	i	-2.9	i	i	i	i	i	i	i	i	i
Cc1cc(C)c(OCC(=O)N2CC=C(c3ccccc3)CC2)c(C)c1	i	-9.1	i	i	i	i	i	i	i	i	i
CCOC(=O)C1CCN(c2c(N3CCN(Cc4ccccc4)CC3)c(=O)c2=O)CC1	i	-6.3	i	i	i	i	i	i	i	i	i
Cc1ccc(-n2c(C)nn(CC3CC3)c2=O)cc1	i	-10.2	i	i	i	i	i	i	i	i	i
Cc1ccc(N(Cc2ccccc2)C(=O)c2cc(S(=O)(=O)N3CCOCC3)ccc2N2CCCC2)cc1	i	-13.3	i	i	i	i	i	i	i	i	i
COc1cccc(NC(=O)CN(C)S(=O)(=O)c2ccc(C)cc2)c1	i	-13.7	i	i	i	i	i	i	i	i	i
O=C(CSc1n[nH]c(=O)n1Cc1ccco1)N1CCOCC1	i	-10.1	i	i	i	i	i	i	i	i	i
COc1cc(/C=C/CO)ccc1O[C@@H]1O[C@H](CO)[C@@H](O)[C@H](O)[C@H]1O	i	-0.1	i	i	i	i	i	i	i	i	i
CCOC(=O)C1=C(C)OC(N)=C(C#N)C1c1ccccc1 (stereo not drawn)	i	-18.2	i	i	i	i	i	i	i	i	i
CC(C)Sc1nnc([C@H](Cc2c[nH]c3ccccc23)NC(=O)OC(C)(C)C)o1	i	-13.4	i	i	i	i	i	i	i	i	i
Cc1cc(C)n(CC(=O)NNC(=O)CCCOc2ccc(Cl)c(C)c2)n1	i	-7.8	i	i	i	i	i	i	i	i	i
CC(C(=O)N1CCc2ccccc2C1)N(c1ccccc1)S(C)(=O)=O (stereo not drawn)	i	-2.5	i	i	i	i	i	i	i	i	i
CN(C)c1ccc(CNc2ccccn2)cc1	i	-4.1	i	i	i	i	i	i	i	i	i
CC(=O)c1cccc(-n2nnnc2SCC(=O)Nc2ccccc2N2CCCCC2)c1	i	-2.0	i	i	i	i	i	i	i	i	i
CC(=O)c1c(C)[nH]c(C(=O)Nc2ccc(Cl)cc2)c1C	i	-4.2	i	i	i	i	i	i	i	i	i
Cc1ccc(S(=O)(=O)C2(C(=O)NCCc3ccccc3)CC2)cc1	i	-8.4	i	i	i	i	i	i	i	i	i
Cc1ccccc1OCCn1cnc2c(N)ncnc21	i	-6.9	i	i	i	i	i	i	i	i	i
COc1ccc(C2=NOC(Cn3nc(C(=O)NCc4ccc5c(c4)OCO5)cc3-c3ccccc3)C2)cc1 (stereo not drawn)	i	-6.4	i	i	i	i	i	i	i	i	i
Cc1onc(-c2ccccc2Cl)c1C(=O)N(Cc1ccc(N(C)C)cc1)C(C)C	i	-1.7	i	i	i	i	i	i	i	i	i
COc1ccc(N2Cc3ccc(C(=O)N/N=C\c4ccc(O)cc4O)cc3C2)cc1	i	-27.4	i	i	i	.	i	.	i	i	i
O=C(Cn1c(=S)[nH]c2ccccc2c1=O)NCCc1ccccc1	i	-9.9	i	i	i	i	i	i	i	i	i
CC(C)c1ccc(CN2C(=O)c3ccccc3S2(=O)=O)cc1	i	-6.0	i	i	i	i	i	i	i	i	i
Cc1nn(Cc2ccc(F)cc2)c(C)c1NC(=O)C1c2ccccc2Oc2ccccc21	i	-7.5	i	i	i	i	i	i	i	i	i
O=C(Nc1c(C(=O)N2CCOCC2)cnn1-c1ccccc1)c1ccccc1F	i	2.3	i	i	i	i	i	i	i	i	i
COC(=O)CCC(=O)OC1(C)C(=O)C=C2C=C(C3CC3)N(CC(C)C)C=C2C1=O (stereo not drawn)	.	-6.7	.	i	i	.	.	.	i	i	i
COc1ccc2[nH]c(O)c(N=NC(=N)N)c2c1	i	-3.9	i	i	i	i	i	i	i	i	i
CCOCCOC(=O)c1[nH]c2c(c1C)C(=O)CC(c1cc(OC)c(OC)c(OC)c1)C2 (stereo not drawn)	i	-16.2	i	i	i	i	i	i	i	i	i
COc1cccc(/C=C/C(=O)OCC(=O)NCc2ccco2)c1	i	-1.4	i	i	i	i	i	i	i	i	i
COc1ccc(CCNC(=O)c2c(Cl)ccc(Cl)c2OC)cc1OC	i	-0.5	i	i	i	i	i	i	i	i	i
O=c1ncc(F)c[nH]1	i	-3.9	i	i	i	.	i	.	i	i	i
Cc1ccc(NC(=O)CN2CCN(CCN=CC3=C(O)CC(c4ccccc4)CC3=O)CC2)cc1 (stereo not drawn)	i	-10.8	i	i	i	i	i	i	i	i	i
CCCNC(=O)N1CCN(S(=O)(=O)c2ccc(C)cc2)CC1	i	0.4	i	i	i	i	i	i	i	i	i
CCn1c(SCC(=O)NC2CCCCC2)nc2c(c1=O)SCC2	i	-8.4	i	i	i	i	i	i	i	i	i
CCOc1ccc(-c2c(C(=O)N/N=C/c3cccnc3)nnn2-c2nonc2N)cc1	i	-8.5	i	i	i	i	i	i	i	i	i
COc1ccc(OC)c(NC(=O)CCNS(=O)(=O)c2cccc3nonc23)c1	i	-2.8	i	i	i	i	i	i	i	i	i
CC1CCN(Cc2cnc(Cl)s2)CC1	i	-10.9	i	i	i	i	i	i	i	i	i
CCc1nnc(N2C(=O)c3cccc4cccc(c34)C2=O)s1	i	.	i	.	.	i	i	i	.	.	.
CCCOc1ccc2oc(=O)c3c(c2c1)CCCN3C(=O)CN1CCc2ccccc2C1	i	-3.5	i	i	i	i	i	i	i	i	i
Cc1nc2cc(C(=O)NCc3ccc4c(c3)OCO4)ccc2n1-c1ccc(Br)cc1	i	-6.3	i	i	i	i	i	i	i	i	i
COc1ccc2nc(N3CCCC3)c(C#N)cc2c1	i	-17.5	i	i	i	i	i	i	i	i	i
Cc1ccc(S(=O)(=O)N(CC(=O)Nc2ccc(C)cc2C)C(=O)N2CCN(C)CC2)cc1	i	-11.1	i	i	i	i	i	i	i	i	i
CNc1nnc(C(F)(F)F)s1	i	-3.0	i	i	i	i	i	i	i	i	i
Nc1nc(CSc2ncn[nH]2)nc(Nc2ccc(F)cc2)n1	i	-4.6	i	i	i	i	i	i	i	i	i
CS(=O)(=O)c1ccc(-c2nnc(NC(=O)c3cccc(N4C(=O)CCC4=O)c3)o2)cc1	i	-13.7	i	i	i	i	i	i	i	i	i
Cc1oc2cc3c(C(=O)N4CCCCC4)c(C)oc3cc2c1C(=O)N1CCCCC1	i	-4.8	i	i	i	i	i	i	i	i	i
O=[N+]([O-])c1ccc(Sc2nnnn2-c2ccccc2)nc1	.	-2.1	.	i	i	.	.	.	i	i	i
Carrying on:
SMILES	MrgX1 PAM	hERG protect	ANO1 block	RGS4 block	RGS4 act	KCNK3 inh	MrgX1 ag	ANO1 activ	KCNQ1 block	KCNK9 block	KCNQ1 pot
O=C(Nc1ccccc1)NC1CCCCNC1=O (stereo not drawn)	i	-5.6	i	i	i	i	i	i	i	i	i
O=C(NCCCNC(=O)c1cc(Cl)ccc1Cl)c1ccccn1	i	-3.5	i	i	i	i	i	i	i	i	i
O=C(CCc1nnc(-c2ccsc2)o1)N1CCc2c(Cl)cccc2C1	i	-7.8	i	i	i	i	i	i	i	i	i
Cc1ccc(C)c(Nc2c([N+](=O)[O-])c(=O)oc3ccccc23)c1	i	-6.6	i	i	i	i	i	i	i	i	i

From PubChem

The order is random (roughly 6.3% active in at least one column).
